# From PubChem BioAssay
# Growth percent in the NCI-60 one-dose screen (48 h, 10 µM unless noted): 100 = growth as untreated, 0 = no growth, -100 = all killed.
# SW-620 – SW-620 colon cancer; actives 5.2% (n = 82,000); AID 1794795
# UO-31 – UO-31 renal cancer. actives 5.2% (n = 81,000)
# HT29 – HT29 colon cancer; actives 7.4% (n = 81,000)
# HCT-116 – HCT-116 colon cancer; AID 1794798; actives 7.3% (n = 82,000)
# TK-10 – TK-10 renal cancer cells; actives 3.9% (n = 81,000)
# SN12C – SN12C renal cancer cells; actives 3.8% (n = 81,000); AID 1794767
# 786-0 – 786-0 renal cancer cells; actives 5.1% (n = 81,000); AID 1794775
# HCC-2998 – HCC-2998 colon cancer; actives 4.7% (n = 79,000)
# HCT-15 – HCT-15 colon cancer; actives 5.2% (n = 82,000); AID 1794746
# Numbers without * were called inactive; x = no result given; & = joins results of further samples. Rule for the calls: active = growth percent below 10; inactive = the rest. Not a hit list; 12% or so of the library scored in one or more.
Molecule,UO-31,SN12C,HCC-2998,HCT-15,TK-10,HCT-116,786-0,SW-620,HT29
CONC[C@]1(C)C=C2C(=O)[C@](C)(O)C3(CC3)C(C)=C2[C@H]1O,-25*,-6.5*,-77*,-24*,7.1*,15,5.7*,3.2*,-12*
c1ncc2[nH]cnc2n1,83,97,94,87,103,92,95,97,92
COc1ccc(C2=Nc3ccccc3SC(c3ccc(OC)cc3)C2)cc1 (stereo not given),48,96,107,106,110,93,104,100,99
N#CC(c1ccccc1)[N+](=O)[O-] (stereo not given),77,87,98,106,112,86,72,101,118
c1cn2cc(-c3ccc4c(c3)ncn4C3CCCCC3)nc(-c3ccc4ncn(C5CCCCC5)c4c3)c2n1,74,80,84,64,102,71,74,104,42
CCCC(=O)Oc1ccc(C(C)(C)C)cc1C(C)c1ccccc1 (stereo not given),90,94,114,94,103,95,97,96,112
COc1cc(Nc2cc(C)nc(N3CCN(c4ccnc5cc(Cl)ccc45)CC3)n2)cc(OC)c1,-9.4*,0.3*,7.8*,5.6*,18,2.1*,-13*,16,3.4*
O=C(/C=C/c1c(C(F)(F)F)nc2sccn12)c1cccs1,80,90,99,90,109,78,96,94,80
O=C1O[C@@H](c2ccccc2Cl)[C@@H]2c3cc4c(cc3CCN12)OCO4,75,103,106,101,89,95,98,97,86
CN(C)C=Nc1c(I)cc(I)c(CCC(=O)O)c1I,91,107,107,108,116,117,118,105,114
O=C(c1ccccc1)C1CCNCC1,80,101,124,123,109,105,114,110,109
Cc1ccc2nc(-c3ccccc3)c3c(=O)n(C)c(=O)n(C)c3c2c1,105,97,98,103,112,105,113,105,103
FC(F)(F)c1ccc(-c2nn[nH]n2)cc1,79,105,90,95,108,99,106,100,x
Cc1ccc(-n2cc(-c3ccccc3)c3c(SCC(=O)N/N=C/c4ccccc4[N+](=O)[O-])ncnc32)cc1,74,91,99,97,131,96,98,101,114
O=[N+]([O-])c1cc2c(c3cccnc13)COCO2,100,98,106,102,117,96,101,105,114
CCOC(=O)/C=C/c1cccc([N+](=O)[O-])c1,106,102,98,102,110,103,106,106,106
COc1ccc(CN2C(=O)C3C/C(=C\N(C)C)C(=O)N3C2N(C)C)c(OC)c1 (stereo not given),89,107,101,106,93,103,95,106,98
CN(C)c1ccc(CN2CCCC3CC2c2cc(Cl)ccc23)cc1 (stereo not given),70,102,103,86,95,78,85,98,62
Cc1ccc(S(=O)(=O)O[C@@H]2CCCC[C@H]2OS(=O)(=O)c2ccc(C)cc2)cc1,72,x,81,84,83,104,99,101,88
O=C(O)c1cc(O)c(O)c(O)c1,99&95,102&99,122&102,83&101,120&119,109&103,109&112,119&104,112&98
O=C1CN(Cc2ccncc2)C(=O)[C@H](Cc2ccc(O)cc2)N1,92,96,97,108,92,97,97,98,99
COc1ccc(C(=O)c2c(N)c(C#N)cn2-c2cc(OC)c(OC)c(OC)c2)cc1,83,97,108,106,101,99,98,102,100
COC(=O)c1nc(=S)[nH]c(C(=O)OC)c1C(=O)c1ccccn1,12,39,45,17,48,18,27,43,35
N#Cc1cc(-c2ccc(Cl)cc2)c(N)nc1N1CCOCC1,51,99,75,91,137,82,89,107,105
CC(/C=N/Nc1ccc([N+](=O)[O-])cn1)=C\c1ccccc1,99,96,108,100,111,99,102,110,90
Cc1cc(N2CCN(C)CC2)nc(N(CCNc2ccnc3cc(Cl)ccc23)Cc2ccco2)n1,55,58,93,18,105,17,33,38,5.7*
COc1cc(C(=O)NCC(=O)NNC(C)C)cc(OC)c1OC,100,107,108,96,114,109,106,105,106
CCOC(=O)C1=C(C)NC(C)=C(C(=O)OCC)C1C,103,104,115,105,105,101,99,124,102
CC1(C)S[C@@H]2[C@H](NC(=O)C(C(=O)O)c3ccccc3)C(=O)N2[C@H]1C(=O)O (stereo not given in full),84,102,102,108,x,103,107,104,104
CC(C)(C)c1ccc2c(c1)CN(Cc1ccc(Cl)cc1)CO2,83,94,95,95,110,89,98,102,95
Cc1cc(O)ccc1N(C)C,82,97,106,113,105,107,106,103,112
O=c1oc2cccnc2n1Cc1cn(-c2ccc(Cl)cc2Cl)nn1,87,98,94,102,65,99,91,95,87
COc1ccc2c(c1)C(=O)/C(=C/c1cccnc1)CC2,92,x,x,93,98,81,95,102,93
CCOC(=O)C1CC2C=CC1C2 (stereo not given),79,110,91,108,123,104,104,102,111
O=C(CCCCCCCC(=O)N1CCCCC1)N1CCCCC1,71,99,86,97,97,95,105,92,106
CC(=O)O[C@H]1CCC2=C(CC(F)C[C@@H]3[C@@H]2CC[C@]2(C)C(=O)CC[C@@H]32)C1 (stereo not given in full),82,98,99,102,94,104,77,104,98
Cc1cc(C2(c3cc(C)c(O)cc3C)OS(=O)(=O)c3ccccc32)c(C)cc1O,69,97,101,105,89,103,109,106,93
CCc1cccc2c1S/C(=C/c1ccc(Cl)cc1)C2=O,71,90,110,92,170,92,100,94,105
O=C(O)COc1ccc(-c2ccccc2)cc1,78,108,101,110,103,102,103,107,109
O=C1C2C3C=CC(C3)C2C(=O)N1CCOS(=O)(=O)OCCN1C(=O)C2C3C=CC(C3)C2C1=O (stereo not given),98,110,107,99,107,104,93,104,111
O=C1CC(C(=O)O)C(c2ccccc2)c2ccccc21 (stereo not given),93,97&90,105&105,101&105,84&96,98&104,102&97,104&112,114&101
CNc1ccccc1C(N)=O,76,95,106,101,105,97,101,x,103
COc1cc(C(=O)O)cc(OC(C)=O)c1OC,96,110,103,93,x,87,94,103,106
CC(C)CNCCOC(=O)c1ccc(N)cc1,81&90&90,98&93&96,97&108&82,104&102&89,73&96&95,85&89&93,104&99&90,103&99&111,73&84&100
C/C(=N\NC(=O)CSc1nc2ccccc2c(=O)n1Cc1ccc(S(N)(=O)=O)cc1)c1ccc(F)cc1,85,101,112,97,102,102,104,104,95
O=C(Nc1c(F)cccc1F)c1cc2cc(Nc3nc(-c4ccccc4)nc4ccccc34)ccc2oc1=O,72,101,114,72,92,53,92,90,91
Cc1[nH]c(=O)[nH]c(=O)c1CO,92,90,94,96,99,99,106,101,102
CC(C)C(NS(=O)(=O)c1ccc(N=NC2CCC(N(C)C)CC2)cc1)C(=O)NCCOCCOCC(=O)NC(CCCCNC(=O)C(CCCCNC(=O)CC(=O)Nc1ccccc1Oc1ncc(C(F)(F)F)cc1Cl)NC(=O)COCCOCCNC(=O)c1ccc(N2CCN(Cc3ccc(Cl)cc3)CC2)c([N+](=O)[O-])c1)C(=O)NCCOCCOCC(=O)NC(CCCCNC(=O)CN1CCN(CC(=O)O)CCN(CC(=O)O)CCN(CC(=O)O)CC1)C(=O)O (stereo not given),85,89,104,101,95,91,99,109,96
Cn1c(C#N)ccc1-c1cc(F)cc(C(=O)NC2CCCC2)c1,84,106,103,107,100,98,99,101,96
COc1ccc(Cn2cc3c(c2-c2ccccc2)CC(C)(C)c2cnoc2-3)cc1,44,51,77,35,75,23,35,14,12
CCc1ccc(-c2cn3ccnc3c(-c3ccc4ncn(Cc5ccccc5)c4c3)n2)cc1,42,77,75,25,84,39,62,81,31
CCOC(=O)C(C#N)C1CC2CCC1C2 (stereo not given),88,104,105,101,105,101,95,103,99
Cc1ncc(C#N)c(N)n1,86,103,102,100,109,97,96,100,112
Cc1cc(Br)ccc1N=NC1C(=O)N(c2ccc(Cl)cc2)N(c2ccc(Cl)cc2)C1=O,68,93,103,92,121,99,108,100,103
C=C(C)CCC(C)N1CCC(N2CCC(C(=O)NCCc3ccccc3)CC2)CC1 (stereo not given),78,57,131,39,114,18,70,45,39
CCN(CC)CCSc1ncnc2c1cnn2-c1ccc(S(N)(=O)=O)cc1,88,90,98,89,103,71,95,74,86
COc1ccc(NC(=O)C(C)C)cc1,135,114,93,111,105,109,112,112,118
O=C(NNC(=S)NCc1ccccc1)c1cc2ccc1CCc1ccc(cc1)CC2,84,92,110,98,121,92,x,102,99
NC(=O)SCC(=O)Nc1ccccc1,73,100,90,102,101,93,82,97,107
COc1ccccc1-c1cc(-c2cc3cc(Br)ccc3oc2=O)nc(N)n1,x,99,96,95,99,105,114,93,98

# Results in UO-31, for 5 of the compounds above:
canonical_smiles | UO-31
Cc1cc(Br)ccc1N=NC1C(=O)N(c2ccc(Cl)cc2)N(c2ccc(Cl)cc2)C1=O | 68
C=C(C)CCC(C)N1CCC(N2CCC(C(=O)NCCc3ccccc3)CC2)CC1 (stereo not given) | 78
CCN(CC)CCSc1ncnc2c1cnn2-c1ccc(S(N)(=O)=O)cc1 | 88
COc1ccc(NC(=O)C(C)C)cc1 | 135
O=C(NNC(=S)NCc1ccccc1)c1cc2ccc1CCc1ccc(cc1)CC2 | 84

# (next part)
Molecule,UO-31,SN12C,HCC-2998,HCT-15,TK-10,HCT-116,786-0,SW-620,HT29
O=C(/C=C/c1cn(-c2ccccc2)nc1-c1ccc([N+](=O)[O-])cc1)c1ccc(Cl)cc1,41,51,-22*,47,14,-13*,-92*,-28*,52
COc1cc(/C=N\Nc2ccccc2)ccc1OC(=O)c1ccccc1,22,79,75,24,96,71,78,70,73
CC1(C)OC2C(CO)OC(n3ccc(=O)[nH]c3=O)C2O1 (stereo not given),88,90,102,102,87,98,105,96,94
NS(=O)(=O)c1ccc(NC(=O)c2ccc(N=Cc3c(O)[nH]c4ccccc34)cc2)cc1,82,105,115,106,108,110,107,105,105
COC(=O)C(Br)C(O)c1ccc(OC)c(OC)c1 (stereo not given),89,100,122,102,98,99,103,107,104
N#Cc1ccc(C(F)(F)F)nc1N1CCC(C(=O)Nc2ccc(C(F)(F)F)cc2)CC1,81,83,92,55,x,54,x,98,29
O=S1(=O)CCC(N(Cc2ccc(F)cc2)S(=O)(=O)c2ncsc2-c2ccccc2)C1 (stereo not given),85,97,100,93,100,99,95,113,102
Cc1ccc(-c2nc(Nc3cccc(C(=O)O)c3)c3ccccc3n2)cc1,49,77,94,45,115,74,76,94,106
O=[N+]([O-])c1cc(Cl)ccc1S(=O)(=O)c1ccccc1,92,99,108,94,148,98,106,127,107
O=C1OC(=O)[C@H]2[C@@H]3CC[C@@H](C3)[C@@H]12,86,114,92,106,98,107,102,111,93
O=C(CC1C=CCC1)Nc1ccccc1 (stereo not given),77,101,105,112,102,101,103,113,102
O=C(O)/C=C(\CCc1ccccc1)C(=O)O,95,113,108,100,95,98,102,106,111
COc1cnc2c(c1)C(=O)c1c-2n(CCCn2ccnc2)c(=O)c2cc(F)ccc12,-78*,12,4.7*,-28*,x,-50*,-63*,-45*,-16*
COc1cc(-c2csc(NC(=O)c3cc(N4CCOCC4)cc(C(F)(F)F)c3)n2)cc(OC)c1OC,52,84,93,65,78,53,78,91,69
O=c1[nH]cc(C(O)Cc2ccccc2)c(=O)[nH]1 (stereo not given),96,100,121,100,111,107,105,102,98
c1ccc(-c2cc(-c3nn4c(-c5ccccc5)nnc4s3)c3ccccc3n2)cc1,53,86,100,58,99,81,67,98,109
CC(=O)O[C@H]1CO[C@@H]2C(Oc3ccnc(NC4CCN(C(=O)C(C)(C)C)CC4)n3)CO[C@H]12 (stereo not given in full),92,104,104,99,103,107,101,108,106
CCOC(=O)C1=C(C(=O)c2ccccc2)C(c2ccc(O)cc2)NC(=S)N1 (stereo not given),83,104,118,110,115,107,110,104,111
Cc1cc(C)c2c(-c3nnc(N)s3)cc(=O)oc2c1,88,99,108,98,108,102,99,98,112
Cc1ccc(NC2OC(=O)c3ccccc32)cc1 (stereo not given),88,104,102,102,88,107,103,111,91
COc1ccc(-c2nc(NN)nc(N3CCOCC3)c2C#N)cc1,86,98,104,101,106,102,106,103,101
N#C/C(=C\c1ccc(Cl)cc1Cl)C(=O)Nc1ncc(Cc2ccc(Cl)c(Cl)c2)s1,66,92,87,38,81,78,93,63,66
O=C(O)CNC1=NCCN1,90,96,104,100,103,110,111,100,103
COc1ccc(S(=O)(=O)NC2C3c4ccccc4C(c4ccccc43)C2O)cc1 (stereo not given),69,105,103,100,103,99,106,101,103
CC1(C)CCC(C)(C)c2cc(NC(=O)c3ccc(C(=O)NC#N)cc3)ccc21,89,85,114,107,x,104,102,100,x
CCN(CC)c1ccc2cc(C(Nc3ccc(C)cc3)c3nnnn3C(C)(C)C)c(=O)oc2c1 (stereo not given),73,92,107,98,91,88,96,102,95

# Single records, as listed above:
# Profile of CCN(CC)c1ccc2cc(C(Nc3ccc(C)cc3)c3nnnn3C(C)(C)C)c(=O)oc2c1 (stereo not given) → UO-31: 73; SN12C: 92; HCC-2998: 107; HCT-15: 98; TK-10: 91; HCT-116: 88; 786-0: 96; SW-620: 102; HT29: 95
# Profile of COc1cc(C(=O)O)cc(OC(C)=O)c1OC → UO-31: 96; SN12C: 110; HCC-2998: 103; HCT-15: 93; TK-10: x; HCT-116: 87; 786-0: 94; SW-620: 103; HT29: 106

# Taken from above:
# N#C/C(=C\c1ccc(Cl)cc1Cl)C(=O)Nc1ncc(Cc2ccc(Cl)c(Cl)c2)s1 in HCT-15 is entered as 38
# COc1cc(-c2csc(NC(=O)c3cc(N4CCOCC4)cc(C(F)(F)F)c3)n2)cc(OC)c1OC in HT29 is entered as 69
